Bioassay records from PubChem BioAssay.
NPY1 pot ag: potentiates or activates human NPY-Y1 receptor. P25929. AID 1304. activation, % at 3.6 µM. NPY-Y1 expressing cells, potentiator/agonist activation. 220,000 tested, 0.37% active; in the data active = activation above about 33%, passing the limit was not always enough;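 also: cells stimulated with NPY at EC10 then isoproterenol at EC100; 0% = low agonist plus stimulus and 100% = saturating agonist plus stimulus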
CHOP inhibitor: CHOP inhibition in unfolded protein response; inhibition, % at 10 µM; 220,000 tested, 3.8% active; CHO-K1 CHOP-promoter luciferase, tunicamycin-induced, 15-18 h;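 active = compounds that reduced the stress-induced luciferase reporter signal by more than about 70% of percent inhibition, limit read from the data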;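 also: 0% = tunicamycin plus vehicle and 100% = wells without tunicamycin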
NPY-Y1 antag: blocks the human neuropeptide Y Y1 receptor. P25929. HEK293-CNG Y1 cells, membrane potential fluorescence; NPY at EC95, then isoproterenol. inhibition, % at 3.6 µM. 200,000 tested, 1% active;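 active = inhibition above the campaign mean inhibition of all tested compounds plus 3 SD, cut at about 20% in these data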;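 also: 0% = DMSO wells given NPY plus isoproterenol and 100% = isoproterenol alone without NPY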
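Material: HEK293 cells with Y1 receptor plus CNG channel; times: compound incubation 1 h at room temperature, readout 45 min post-stimulation; signal: fluorescence, membrane potential probe; read-out basis: fluorescence ratio normalized to % inhibition between controls; benchmarks: full-block control isoproterenol-only wells, zero-block control NPY plus isoproterenol wells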
TRPML3 ag: agonists of human TRPML3 channel. Q8TDD5. activation, % at 3 µM. HEK293 TRPML3-YFP, Fluo-8 calcium fluorescence; 100% = the carbachol control signal. 220,000 tested, 0.29% active;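 active = activation above its plate's cutoff, the mean activation of the plate's test wells plus 3 SD, cut at about 12% in these data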;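 also: 0% = DMSO only wells and 100% = carbachol wells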
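Material: TRPML3-YFP stable HEK293 cells | Dosing: One concentration, 3 µM nominal, 0.3% DMSO | Timing: 125 s total fluorescence read per well | Technique: Fluo-8 calcium dye fluorescence, ex 470-495, em 515-575 nm | Measure: Percent activation from peak-to-basal fluorescence ratio, scaled between DMSO and carbachol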
zfTRPN1 agonist: zebrafish TRPN1 (NompC) channel agonism. HEK293 zebrafish TRPN1-YFP, Fluo-8 calcium fluorescence; 100% = response to 87 µM carbachol. activation, % at 3 µM. 220,000 tested, 0.18% active;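 active = activation above its plate's cutoff, the mean activation of test wells on that plate plus 3 SD, cut at about 19% in these data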;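 also: 0% = DMSO alone and 100% = 87 µM carbachol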
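Assay system: Zebrafish TRPN1-YFP in HEK293 cells | Incubation: Dye loading 1 h at 37 °C, then 30 min room temperature | Measured by: Kinetic Fluo-8 fluorescence, ex 470-495, em 515-575 nm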
EP2 modulator: EP2 receptor (human) modulation. 260,000 tested, 0.83% active. induction, % at 25 µM. EP2-expressing cells, cAMP HTRF FRET, PGE2 co-stimulation. P43116;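 active = compounds whose cAMP rise, as percent of the full-agonist control response, exceeds 60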;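 also: rat C6 glioma line stably carrying human EP2 under a CMV promoter; the protocol text gives 20 µM as final concentration; 100% = response of wells given 1 µM PGE2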
S1P4 antagonist: antagonists of human S1P4 receptor. S1P4-expressing cells, antagonist mode, reporter read-out. 220,000 tested, 0.26% active. O95977. inhibition, % at 4.98 µM; in the data active = inhibition above about 29%;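 also: 0% = wells stimulated with agonist and 100% = vehicle wells without agonist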
Target sequence (O95977 whole entry, looked up): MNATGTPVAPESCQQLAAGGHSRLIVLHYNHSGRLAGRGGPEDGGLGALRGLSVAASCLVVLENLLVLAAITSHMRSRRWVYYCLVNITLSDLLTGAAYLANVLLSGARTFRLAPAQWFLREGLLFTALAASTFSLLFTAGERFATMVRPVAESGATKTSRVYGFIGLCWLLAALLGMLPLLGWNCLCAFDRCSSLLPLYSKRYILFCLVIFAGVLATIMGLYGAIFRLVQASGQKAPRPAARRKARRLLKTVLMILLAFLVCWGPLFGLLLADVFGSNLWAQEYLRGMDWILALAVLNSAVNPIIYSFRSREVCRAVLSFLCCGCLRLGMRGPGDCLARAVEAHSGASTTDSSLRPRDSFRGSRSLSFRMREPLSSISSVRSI
S1P4 agonist: agonists of human S1P4 receptor; O95977; S1P4-expressing cell line, agonist reporter assay; activation, % at 4.98 µM; 220,000 tested, 0.35% active; AID 1509; in the data active = activation above about 11%;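 also: 0% = DMSO vehicle and 100% = reference agonist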
NPY-Y2 PAM-ag: potentiators or agonists of human neuropeptide Y receptor Y2 | 220,000 tested, 0.45% active | activation, % at 3.6 µM | cells expressing NPY-Y2, potentiator/agonist read-out | AID 1359 | P49146; in the data active = activation above about 27%;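 also: cells stimulated with NPY near EC25 plus isoproterenol at EC100; 0% = vehicle plus submaximal agonist and 100% = vehicle plus saturating agonist; some results beyond the cut were filed as inactive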
Target sequence (P49146 whole entry, looked up): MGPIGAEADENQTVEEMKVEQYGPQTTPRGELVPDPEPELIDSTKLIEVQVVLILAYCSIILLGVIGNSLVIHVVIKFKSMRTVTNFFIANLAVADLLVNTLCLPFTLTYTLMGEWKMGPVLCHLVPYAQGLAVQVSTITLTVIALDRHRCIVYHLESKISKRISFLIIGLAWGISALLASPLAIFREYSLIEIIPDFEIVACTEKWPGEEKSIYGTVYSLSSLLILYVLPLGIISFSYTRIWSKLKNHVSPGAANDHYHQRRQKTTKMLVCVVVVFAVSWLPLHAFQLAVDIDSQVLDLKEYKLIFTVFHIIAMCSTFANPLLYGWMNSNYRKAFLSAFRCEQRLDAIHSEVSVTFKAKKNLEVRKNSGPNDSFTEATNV
Numbers without * were called inactive; / = no result given; & = joins results of further samples.

#	molecule	NPY-Y1 antag	S1P4 antagonist	NPY-Y2 PAM-ag	S1P4 agonist	CHOP inhibitor	zfTRPN1 agonist	NPY1 pot ag	EP2 modulator	TRPML3 ag
1	Cc1ccccc1-c1nc(CS(=O)(=O)CC(=O)NCc2ccc3c(c2)OCO3)c(C)o1	7.3	-4.8	-24.7	-0.7	24.1	-1.0	-13.5	9.6	-0.1
2	O=C(O)CC1Oc2ccc(Cl)cc2NC1=O (configuration not stated)	8.6	-9.0	3.5	-1.3	11.0	-0.2	6.4	11.2	0.1
3	O=C1OCCC1Sc1nnc(-c2ccc3c(c2)OCO3)o1 (configuration not stated)	0.3	-3.5	-10.8	-0.2	17.9	2.2	15.7	11.9	0.6
4	O=C(CSc1ncnc2c1nnn2Cc1ccc(F)cc1)NC1CCCC1	-2.0	6.1	-4.6	0.8	11.7	0.1	15.1	-24.7	0.8
5	CCN(CC)CC(=O)Nn1c(C)nc2c(ncn2-c2ccccc2)c1=O	/	-11.2	-14.4	-0.9	-9.1	0.4	16.8	0.9	1.1
6	COc1cccc(C2CC(c3cccs3)=NN2C(=O)CSc2nc3c(cnn3-c3ccc(F)cc3)c(=O)[nH]2)c1OC (configuration not stated)	0.8	8.2	-0.1	2.0	34.3	1.9	1.7	38.4	-0.6
7	O=C(O)c1cn(-c2ccccc2)nc1-c1cccnc1	0.7	12.3	4.7	2.8	-1.4	-0.1	1.5	0.7	0.8
8	c1ccc(COc2cccc(CN3CCN(c4ccccn4)CC3)c2)cc1	13.4	2.4	0.8	1.0	-18.6	-0.5	-13.5	-15.9	-0.3
9	O=C(COc1ccc(Br)cc1)NCc1cn2ccccc2n1	/	-7.2	-16.6	1.7	42.7	0.7	6.9	-10.0	0.5
10	C/C(CC(=O)NC(C)C)=N\NC(=O)C(c1ccccc1)c1ccccc1	-1.1	-24.1	-6.1	1.1	-1.8	-1.4	-8.7	9.8	0.0
11	Cc1ccc(S(=O)(=O)N2CCC(CN3C(=O)c4cccc5cccc(c45)C3=O)CC2)cc1	6.7	-0.4	-2.4	-1.9	3.5	0.3	-33.8	-8.8	0.5
12	COc1ccc(C(=O)O/N=C(\N)c2ccccn2)c(OC)c1	/	-19.1	-11.2	0.6	-2.0	0.8	-0.6	-39.5	0.4
13	Cc1cccc(-c2ncc(CN3CCN(C4CCCC4)C(CCO)C3)cn2)c1 (configuration not stated)	9.9	-13.5	-12.4	1.7	-2.2	1.2	-4.4	-6.6	0.7
14	CCc1cc2c(CN3CCN(CCO)CC3)cc(=O)oc2cc1O	-4.1	-3.9	-1.5	5.7	12.1	-0.1	-24.2	-7.3	1.2
15	Nn1c(N2CCCCC2)nc2ccccc21	5.4	-16.9	5.9	1.5	-60.7	-0.5	18.8	12.3	0.3
16	CCOc1cccc(C(=O)Nc2nnc(-c3cccs3)s2)c1	5.7	-10.8	1.2	2.7	62.8	0.4	-9.6	-0.2	0.7
17	CC(Sc1ccsc1[N+](=O)[O-])C(=O)N1CCN(c2ccccn2)CC1 (configuration not stated)	2.0	3.6	8.9	0.7	-5.6	-0.8	18.8	-32.2	0.5
18	COc1cccc(CN(C)CC(=O)Nc2sc3c(c2C#N)CCC3)c1	10.1	-4.8	-9.2	0.3	3.7	-0.1	-7.0	-6.4	0.1
19	Cc1nc(/C=[N+](\[O-])C(C)(C)/C=N/O)n(O)c1C	-2.0	-10.4	-4.9	-1.5	28.0	1.4	-15.4	16.7	0.2
20	O=C1CN(C(=O)COC(=O)c2cc(S(=O)(=O)N3CCOCC3)ccc2Cl)c2ccccc2N1	/	-21.3	-8.8	0.2	-8.8	0.2	10.6	3.5	0.7
21	COCCn1cnnc1SCC(=O)Nc1sccc1C(N)=O	-2.1	-17.1	-1.6	0.3	13.6	3.6	-10.7	-5.5	1.2
22	COc1ccc(C(=O)Nc2ccc(NC(=O)c3cccs3)cc2)cc1[N+](=O)[O-]	7.9	-17.7	5.8	-0.8	0.9	1.3	2.8	3.1	0.4
23	Cc1cc(C(=O)Nc2ccc3c(c2)OCCO3)c(C)o1	-3.8	-16.5	12.4	-2.0	-11.5	-1.1	6.7	-25.7	0.1
24	COc1ccc(CCCc2nnc(SCC(=O)Nc3ccccc3F)o2)cc1	5.6	-5.9	2.5	-0.7	17.6	0.0	-6.3	0.4	-0.2
25	COc1ccc(N2C(=O)N(Cc3ccccc3F)c3ccccc3S2(=O)=O)cc1	-0.9	-0.9	-10.9	-0.9	-1.9	2.1	7.0	15.4	-0.4
26	Cc1c(C(=O)Nc2cc(S(=O)(=O)N3CCOCC3)ccc2N2CCN(C)CC2)oc2ccccc12	/	-20.6	11.0	-1.0	0.7	1.8	-2.5	-10.5	1.1
27	Cc1ccsc1CN(C)Cc1nc(C2CC2)no1	1.3	-17.9	-18.8	0.8	39.8	0.2	7.3	15.4	0.9
28	O=C(NC1CCCCC1)C(c1ccc(O)c(O)c1)N(C(=O)Cn1nnc2ccccc21)c1cccc(O)c1 (configuration not stated)	-0.2	-49.8	-17.6	0.0	-9.7	-0.3	-8.7	12.9	0.0
29	Cc1ccc(NC(=O)CCc2ccc(S(=O)(=O)NC3CCCCC3)cc2)cc1	-6.5	4.8	1.1	0.5	55.3	0.7	7.9	13.8	0.2
30	CCOC(=O)C1=NOC(CNC(=O)C2=NOC(CNC(=O)c3c(-c4ccccc4Cl)noc3C)C2)C1 (configuration not stated)	-1.9	3.0	-10.1	-0.7	-6.7	0.2	6.9	4.9	0.1
31	Cc1ccc(C(=O)NCCNC(=O)CN2CCOCC2)cc1	6.5	-23.3	-16.6	2.2	0.5	1.0	8.8	31.7	0.8
32	COc1ccc(NC(=O)Nc2ncccc2C)cc1	0.3	-9.6	14.1	3.4	-8.7	-1.0	10.9	-20.1	0.8
33	CCOC(=O)Nc1ccc2c(CN3CCN(S(=O)(=O)c4ccccc4)CC3)cc(=O)oc2c1	-2.9	16.8	-11.3	-0.7	29.7	1.3	-25.4	-3.5	0.5
34	Cc1cc(Nc2ccccc2C(=O)O)nc2nc3ccccc3c(=O)n12	8.7	-26.0	5.0	1.9	13.1	1.2	9.2	21.7	-0.1
35	CCOC(=O)N/N=C(/C)c1ccc(N2C(=O)C3CCCCC3C2=O)cc1 (configuration not stated)	-0.5	-2.0	12.7	0.7	34.4	-0.1	0.6	6.4	0.8
36	Cc1ccc(C)c(CN2CCNC2=O)c1	1.4	0.8	4.4	0.6	8.0	-0.5	-2.1	6.6	-0.1
37	COc1ccc(C2c3sc(=O)[nH]c3SC3C4CCC(C4)C23)cc1OC (configuration not stated)	1.7	3.7	7.9	0.4	36.6	2.0	2.4	-4.2	0.4
38	Cc1cc(C)nc(N(C#N)S(=O)(=O)c2ccccc2)n1	6.2	-1.9	-21.8	0.3	10.4	1.0	-9.4	12.1&41.2	0.1
39	Clc1ccc(N2COC3c4cccc5cccc(c45)C32)cc1 (configuration not stated)	5.2	-9.7	10.7	1.4	-17.3	0.3	-29.4	37.0	-0.2
40	Cn1c(C2CCCN2C(=O)OC(C)(C)C)n[nH]c1=S (configuration not stated)	1.2	-6.9	4.8	0.9	1.7	-0.9	-4.8	24.3&9.0	0.1

Reformatted: entries from further up
[35] CCOC(=O)N/N=C(/C)c1ccc(N2C(=O)C3CCCCC3C2=O)cc1 (configuration not stated)
- NPY-Y1 antag: -0.5
- S1P4 antagonist: -2.0
- NPY-Y2 PAM-ag: 12.7
- S1P4 agonist: 0.7
- CHOP inhibitor: 34.4
- zfTRPN1 agonist: -0.1
- NPY1 pot ag: 0.6
- EP2 modulator: 6.4
- TRPML3 ag: 0.8
[27] Cc1ccsc1CN(C)Cc1nc(C2CC2)no1
- NPY-Y1 antag: 1.3
- S1P4 antagonist: -17.9
- NPY-Y2 PAM-ag: -18.8
- S1P4 agonist: 0.8
- CHOP inhibitor: 39.8
- zfTRPN1 agonist: 0.2
- NPY1 pot ag: 7.3
- EP2 modulator: 15.4
- TRPML3 ag: 0.9
[28] O=C(NC1CCCCC1)C(c1ccc(O)c(O)c1)N(C(=O)Cn1nnc2ccccc21)c1cccc(O)c1 (configuration not stated)
- NPY-Y1 antag: -0.2
- S1P4 antagonist: -49.8
- NPY-Y2 PAM-ag: -17.6
- S1P4 agonist: 0.0
- CHOP inhibitor: -9.7
- zfTRPN1 agonist: -0.3
- NPY1 pot ag: -8.7
- EP2 modulator: 12.9
- TRPML3 ag: 0.0

(continued)
#	molecule	NPY-Y1 antag	S1P4 antagonist	NPY-Y2 PAM-ag	S1P4 agonist	CHOP inhibitor	zfTRPN1 agonist	NPY1 pot ag	EP2 modulator	TRPML3 ag
41	Nc1c(C(=O)Nc2cccc(Cl)c2Cl)sc2nc(-c3cccnc3)ccc12	2.8	-12.6	-12.2	1.4	21.8	1.1	-13.9	9.9	0.4
42	N#C/C(=C/c1ccc(N2CCOCC2)o1)c1ccc(Cl)cc1	-2.9	-7.6	-12.6	-0.1	-49.9	0.5	11.3	-28.4	0.6
43	COc1cc(-c2nn3c(-c4ccccc4)nnc3s2)cc(OC)c1OC	2.6	6.4	-12.8	-0.8	38.1	0.4	-0.4	8.8	-0.9
44	COc1ccc(OC)c(C2CC(=O)Nc3c2c(=O)[nH]c2ncnn32)c1 (configuration not stated)	4.6	-0.6	6.9	3.1	0.8	0.8	16.8	30.7	0.7
45	O=C(Nc1cccc([N+](=O)[O-])c1)c1ccc2c(c1)OCCO2	4.3	-9.0	3.1	-0.7	9.6	1.2	-20.4	-44.4	1.7
46	COC(=O)c1ccccc1NC(=O)CN(CCc1ccccc1)S(C)(=O)=O	-2.2	-11.7	11.9	1.0	12.2	-1.0	-19.1	2.4	-1.2
47	CCOc1ccc(N(C(C)C(=O)NC2CCCCCC2)S(C)(=O)=O)cc1 (configuration not stated)	4.8	-6.0	-2.5	-0.6	4.4	-1.6	-17.6	-1.8	-0.9
48	Cc1ccccc1NC(=O)c1c2c(nc3ccccc13)CCC2	0.9	-3.2	5.2	-0.3	50.5	-0.2	-0.4	22.9	0.8
49	Cc1ccc(-c2csc(NC(=O)Cn3[nH]c(=O)c4ccccc4c3=O)n2)cc1	5.7	-11.3	-18.0	-0.6	80.0*	-0.1	-13.0	-7.5	0.5
